# Screening data: PubChem, The Scripps Research Institute Molecular Screening Center
# hgDAF12 agonist: agonists of H. glycines DAF-12 nuclear receptor; AID 687014; hit rate 1.8% among 370,000; activation, % at 6.8 µM; HEK293 GAL4-hgDAF12 UAS-luciferase reporter, agonist luminescence; normalized to butyrate control;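 active = activation above a cutoff set at the mean of all screened compounds plus 3 SD, cut at about 10% in these data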;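 note: 0% = DMSO wells and 100% = sodium butyrate wells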
# PLC-beta3 inh: blocks human PLC-beta3 enzyme activity; Q01970; Purified PLC-beta3, fluorogenic substrate, fluorescence; inhibition, % at 12.2 µM; hit rate 0.18% among 370,000; AID 720704; in the data active = inhibition above about 11%;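 note: 0% = median of compound wells on plate and 100% = full blocker control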
# DAX1 inh-1: inhibits human nuclear receptor DAX1. AID 504766. P51843. hit rate 0.99% among 340,000. inhibition, % at 6.75 µM. HEK293 Gal4-DAX1 luciferase reporter, luminescence;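 active = inhibition above the mean over all tested compounds plus 3 SD, cut at about 4.2% in these data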;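 note: 0% = DAX1-transfected cells with DMSO and 100% = empty-vector control cells with DMSO; inhibition shows as a rise in luminescence from relieved DAX1 repression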
# Target sequence (P51843 207-470 limits assumed): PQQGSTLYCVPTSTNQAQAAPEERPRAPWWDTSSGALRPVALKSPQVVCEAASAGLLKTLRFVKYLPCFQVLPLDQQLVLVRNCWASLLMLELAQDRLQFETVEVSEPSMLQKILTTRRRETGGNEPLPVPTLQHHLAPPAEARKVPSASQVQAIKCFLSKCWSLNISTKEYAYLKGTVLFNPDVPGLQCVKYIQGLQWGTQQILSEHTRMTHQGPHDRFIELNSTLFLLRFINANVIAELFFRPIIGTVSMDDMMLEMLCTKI
# sPLA2-III inh: Inhibits HGIII-sPLA2 liposome hydrolysis, primary screen; hit rate 0.56% among 370,000; Q9NZ20; inhibition, % at 12.2 µM; QFRET BODIPY PC-A2 liposome hydrolysis, fluorescence;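 active = inhibition above mean plus 3 SD of compounds lying within the high and low control bounds, cut at about 19% in these data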;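 note: 0% = median of test compound wells and 100% = no enzyme DMSO wells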
# hcDAF-12 act: activators of H. contortus DAF-12 nuclear receptor. HEK293 hcDAF-12 lit1-tk-luc reporter, luminescence; 0% DMSO, 100% Δ7-dafachronic acid. activation, % at 6.8 µM. hit rate 1.4% among 370,000;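 active = activation above the mean of all tested compounds plus 3 SD, cut at about 5.5% in these data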;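 note: 100% = response to 3 µM Δ7-dafachronic acid high control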
# GAA850 FXN act: frataxin GAA850 promoter activation. HEK293 lucGAA850 FXN promoter luciferase reporter, 24 h; percent of 10 µM SAHA response. activation, % at 6 µM. hit rate 0.56% among 360,000. AID 540364;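 active = activation above the average of all compounds screened plus 3 SD, cutoff fixed separately per campaign, cut at about 7.5% in these data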;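 note: 0% = DMSO wells and 100% = 10 µM SAHA wells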
# ssDAF12 agonist: S. stercoralis DAF-12 activation, primary screen | HEK293 ssDAF-12/GRIP1 lit1-tk-luc reporter, luminescence; % of 3 µM dafachronic acid response | AID 652126 | hit rate 1% among 370,000 | activation, % at 6.8 µM;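 active = activation above the mean over all tested compounds plus 3 SD, cut at about 0.9% in these data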;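 note: 0% = DMSO-only wells and 100% = 3 µM delta7-dafachronic acid wells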
# PLCg1 inh: inhibitors of human phospholipase C gamma1. purified PLC-gamma1, fluorogenic substrate, fluorescence. inhibition, % at 12.2 µM. hit rate 0.84% among 370,000; in the data active = inhibition above about 9.5%
# DAX1 inh-2: inhibitors of DAX1 repression of SF-1 activated StAR promoter; HEK293T StAR-luciferase reporter, SF-1/DAX-1 repression relief; inhibition, % at 6.8 µM; hit rate 1.1% among 370,000; AID 652010;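 active = inhibition above the mean over all tested compounds plus 3 SD, cut at about 3.6% in these data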;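 note: 0% = DAX-1 cells with DMSO and 100% = cells lacking DAX-1 with DMSO; higher inhibition means more luminescence from relief of DAX-1 repression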
# ADAM10 inh: ADAM10 inhibition, QFRET primary screen. AID 720582. inhibition, % at 7 µM. recombinant ADAM10, EDANS/DABCYL FRET peptide cleavage, 3 h. O14672. hit rate 0.62% among 370,000;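 active = inhibition above a per-campaign cutoff equal to the mean of compounds falling between control-based bounds plus 3 SD, cut at about 20% in these data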;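 note: 0% = DMSO wells while the 100% control is not disclosed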
# ADAM17 inh: ADAM17 inhibition, QFRET primary screen. AID 720648. recombinant ADAM17, EDANS/DABCYL FRET peptide cleavage. inhibition, % at 6.95 µM. hit rate 0.83% among 370,000;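 active = inhibition above the mean of compounds lying between control limits plus 3 SD, set per campaign, cut at about 8.5% in these data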;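 note: 0% = DMSO-only wells as the low control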
# Target sequence (P78536 215-824 limits assumed): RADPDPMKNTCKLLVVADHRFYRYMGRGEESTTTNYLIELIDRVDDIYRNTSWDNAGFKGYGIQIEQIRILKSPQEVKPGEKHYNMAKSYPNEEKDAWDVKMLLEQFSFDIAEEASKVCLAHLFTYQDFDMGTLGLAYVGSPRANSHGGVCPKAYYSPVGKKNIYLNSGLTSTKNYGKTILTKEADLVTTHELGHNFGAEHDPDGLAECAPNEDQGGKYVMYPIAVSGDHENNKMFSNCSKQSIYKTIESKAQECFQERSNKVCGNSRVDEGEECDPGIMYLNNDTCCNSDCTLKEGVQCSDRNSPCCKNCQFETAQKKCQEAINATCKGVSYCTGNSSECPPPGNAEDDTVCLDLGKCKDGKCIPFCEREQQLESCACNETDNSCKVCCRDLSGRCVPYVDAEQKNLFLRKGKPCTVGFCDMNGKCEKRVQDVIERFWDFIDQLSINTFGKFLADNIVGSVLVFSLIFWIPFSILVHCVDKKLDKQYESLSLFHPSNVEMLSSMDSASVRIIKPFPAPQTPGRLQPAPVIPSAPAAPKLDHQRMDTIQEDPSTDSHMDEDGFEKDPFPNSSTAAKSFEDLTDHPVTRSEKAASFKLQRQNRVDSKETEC
# Active calls of the source: *; i = inactive.
Structure	hgDAF12 agonist	PLC-beta3 inh	DAX1 inh-1	sPLA2-III inh	hcDAF-12 act	GAA850 FXN act	ssDAF12 agonist	PLCg1 inh	DAX1 inh-2	ADAM10 inh	ADAM17 inh
O=C(c1ccc(OC2CCN(Cc3cccc(OCCO)c3)CC2)cc1)N1CCCC1	1.2	-5	0.5	-3	0.2	1.0	-0.4	1	-0.3	-3	1
COc1ccccc1N1CCN(C2CCCN(C(=O)CCC(C)=O)C2)CC1 (centres undefined)	-0.1	0	0.4	4	-0.6	1.0	-1.2	5	0.0	7	-2
CC(C)(C)NC(=O)CN(Cc1ccc2c(c1)OCO2)C(=O)CNS(=O)(=O)c1ccc(F)cc1	-0.5	4	-0.1	0	-0.5	-0.5	-0.8	8	0.2	3	-2
C[C@@H](C(=O)Nc1cccc(S(=O)(=O)N2CCOCC2)c1)N1C(=O)C2CC=CCC2C1=O (some centres undefined)	-1.2	4	-0.4	0	-1.1	0.5	0.1	2	0.6	4	0
Cc1ccc(C(CC(=O)N2CCCC2)c2ccccc2)c(O)c1C (centres undefined)	-0.2	0	-0.9	-10	-0.9	0.4	-1.5	1	-0.5	1	-1
CC12c3ccccc3C(c3ccccc31)C1C(=O)N(Cc3cccnc3)C(=O)[C@H]12 (some centres undefined)	-0.9	5	-0.5	-2	1.4	1.4	-1.6	5	-0.2	-2	7
Cc1cccc(-n2nc(CC#N)c(C#N)c2N)c1	6.5	-2	-0.9	-5	0.1	1.4	-0.3	-3	0.3	-5	-1
O=C(NCc1ccco1)c1ccc2c(c1)C(=O)N(C1CCCCC1)C2=O	-0.7	7	-0.5	-6	-2.0	1.5	-1.3	2	0.3	4	-1
Cc1cc(C)c(S(=O)(=O)N2CCN(C(=O)c3ccc4c(c3)OCO4)CC2)c(C)c1	-1.8	-5	-1.8	-7	-3.2	-1.6	-1.4	0	-0.6	-1	-1
O=C(Nc1ccccc1)N1CCC(c2ccccc2)C1 (centres undefined)	8.4	2	1.3	-6	1.4	3.3	-0.1	-2	1.2	0	0
COc1ccc(NC(=O)CN(C)C(=O)c2cc(-c3cccs3)nn2-c2ccccc2)cc1	0.3	-5	-0.1	-14	-1.8	0.6	-1.7	-2	-1.5	4	2
CC(=O)Nc1ccc(S(=O)(=O)Nc2nc3ccccc3nc2Nc2ccc(N)cc2)cc1	8.2	i	1.4	2	1.1	2.3	-0.3	i	0.8	-41	-19
COc1cc(NC(=O)C2CC2)c(C(=O)O)cc1OC	-0.8	-3	-0.8	5	-0.8	-0.1	-1.0	-3	-1.0	-1	-5
Cc1ccc(C)c(S(=O)(=O)N2CCN(C(=O)c3ccc4ccccc4n3)CC2)c1	-0.1	0	-0.2	-10	0.0	0.2	-0.9	1	-1.1	0	1
O=C(COc1ccc(F)cc1)Nc1ccc(S(=O)(=O)Nc2ncccn2)cc1	-0.2	1	2.0	5	0.5	-1.3	-0.9	0	2.6	-1	0
CCc1noc(C)c1C(=O)N1CCCC(CCC(=O)NCc2cccc(OC)c2)C1 (centres undefined)	-2.7	-3	-1.3	4	-0.1	1.5	-1.2	6	-0.7	1	0
O=C(NCCCN1CCN(c2cccc(Cl)c2)CC1)c1cccc(N2CCCC2=O)c1	-0.6	6	0.7	1	-2.2	-1.9	-1.1	3	-0.8	9	4
CC(=O)c1c(O)c2ccccc2n(Cc2ccccc2)c1=O	0.2	-38	-1.9	3	3.8	0.2	-0.5	-21	0.1	-4	-7
CN(Cc1ccccc1)C(=O)CN1C(=O)c2ccccc2C1=O	1.2	-2	-0.9	2	-0.7	1.0	-1.0	3	-0.3	4	3
O=C(NCC(=O)N(c1cccc(F)c1)C(C(=O)NC1CCCC1)c1ccco1)c1ccco1 (centres undefined)	1.1	2	0.5	9	0.2	1.7	-0.9	8	-0.2	11	1
O=C(Nc1ccn(CCCNCC2CCCCC2)c(=O)n1)OCc1ccccc1	1.6	2	0.8	-7	-1.4	0.6	-0.9	2	-0.4	-2	-4
O=C(COC(=O)c1cccs1)c1ccc2ccccc2c1	6.4	-95	-0.5	-10	0.5	5.3	-0.8	-73	0.4	-57	-17
Cc1ccc(C(=O)Nc2cccc(S(=O)(=O)N3CCCCC3)c2)cc1S(=O)(=O)N1CCOCC1	-7.0	-5	-1.3	-12	-2.8	1.1	-1.9	-1	-0.6	2	4
COc1ccccc1CNS(=O)(=O)c1ccc2c(c1)CCCN2C(C)=O	1.3	-4	0.7	1	-3.1	-1.1	0.1	3	-0.5	-2	-3
COc1cccc(N(CC(=O)N2CCCC2)S(C)(=O)=O)c1	2.4	-5	1.2	2	-0.6	0.4	-1.8	-3	0.1	0	-3
CCN(CC)c1ccc(C2N(C(=O)N3CCOCC3)CCN2S(=O)(=O)c2ccc(C)cc2)cc1 (centres undefined)	0.3	-4	2.0	3	-1.6	1.9	-1.3	-1	-1.1	2	-3
CC(C)Oc1ccc(C2c3c(oc4ccccc4c3=O)C(=O)N2CCCN2CCOCC2)cc1 (centres undefined)	1.0	-92	-0.4	-8	0.0	1.6	-0.9	-68	-0.2	-349	-115
CCCOc1ccccc1OCC(=O)Nc1cccc(S(=O)(=O)NC2=NCCC2)c1	-4.0	-2	-0.8	-7	-3.0	1.7	-1.5	3	-0.3	-6	4
COc1ccccc1C(=O)CSc1n[nH]c(N)n1	-1.0	11*	-0.8	9	-0.9	-0.6	-0.8	4	-0.2	3	5
O=C(O)/C(=C\c1cccc(C(F)(F)F)c1)c1ccc(S(=O)(=O)N2CCCC2)s1	1.2	-6	0.0	-19	1.2	-1.0	-1.7	-2	-0.3	-3	-1
CCOc1ccc(C2CC(c3cccc(Cl)c3)n3nc(N)nc3N2)cc1 (centres undefined)	-1.1	-114	-0.2	-1	-1.0	0.8	-1.4	-93	-0.6	-198	-47
O=C1NN(c2ccccc2)C(=O)C2C3C=CC(C4CC34)C12 (centres undefined)	1.2	2	1.1	3	-0.8	2.5	-1.4	1	0.3	1	-3
COc1ccc(NC(=O)CC2C(=O)N(c3cccc(OC)c3)C(=O)N2C(C)C)cc1 (centres undefined)	0.2	-1	0.4	1	-1.8	1.0	-0.9	-1	0.1	-12	-4
O=S(=O)(/N=C(/NC(=S)Nc1ccccc1)c1ccccc1)c1ccc(Cl)cc1	9.7	-4	2.4	4	4.4	6.5	0.3	-1	1.2	-3	2
O=C(CCn1nc(-c2ccc(Cl)cc2)ccc1=O)N1CCN(c2ccccc2)CC1	-2.3	-5	2.1	-7	-0.4	1.2	-1.0	0	-0.5	1	3
C/C=C/c1ccc(O)c(OC)c1	-0.6	7	1.8	-6	-1.6	-2.5	-1.4	4	0.6	2	2
Cc1ccc(Nc2nnc(SC(C)C(=O)NC3CC3)s2)cc1 (centres undefined)	0.3	-3	0.8	-5	-0.3	-0.1	-1.1	3	-0.5	0	2
O=C(CSc1nnnn1-c1cccc2ccccc12)NC(C(=O)O)(c1ccccc1)c1ccccc1	1.6	-1	-0.1	-24	1.1	0.6	-0.6	1	0.0	4	1
CCOC(=O)C(=O)/C(C#N)=C/Nc1ccccc1	-1.2	0	-0.5	3	2.9	2.0	-1.0	2	0.4	-2	-3
O=C(NCc1cccnc1)c1ccc(Cl)c(Cl)c1	0.3	4	0.7	3	1.7	1.3	-0.4	1	-0.4	5	-3
Cc1cc(Cl)c(S(=O)(=O)N/N=C/c2ccc3c(c2)OCO3)c(Cl)c1	2.1	-3	0.2	-7	0.7	2.9	-0.6	3	0.8	-1	-1
CSc1ccccc1OCc1cc(C(=O)N(C)Cc2cc(C)[nH]n2)no1	2.4	-5	0.8	-13	0.5	3.6	-0.9	-1	0.3	-11	-4
CSc1ccc(Cl)c(C(=O)OCC(=O)Nc2ccccc2OC(F)F)c1	-1.1	-10	0.4	-5	-1.5	-1.8	-1.4	-8	-0.1	-26	-6
O=C(Nc1ccc(NC(=O)c2ccco2)cc1)c1ccco1	6.9	-1	-0.4	-4	1.6	2.9	-0.6	3	4.4*	1	2
CCN1CCN(CCNC(=O)c2ccc(/C=C3\Sc4ccccc4N(Cc4ccccc4F)C3=O)cc2)CC1	-0.6	-482	0.4	-28	-0.4	-1.6	-1.3	-319	-0.1	9	7
CCOC(=O)Cn1c(=O)oc2cc(S(=O)(=O)Nc3ccc(N(CC)CC)cc3C)ccc21	-0.8	1	2.6	1	0.1	0.9	-1.4	-2	0.0	5	1
C=CCN1C(=O)/C(=C/c2ccc(O)cc2)S/C1=N/c1nccs1	-2.2	-168	-0.5	-51	-0.1	1.8	-1.7	-167	-1.7	12	8
COc1ccccc1C(=O)Nc1ccnn1C1CCN(Cc2cnc(N(C)C)s2)CC1	0.1	-1	-0.2	-5	-1.6	1.4	-0.9	-2	-1.7	7	-1
CC(=O)NC12CC3CC(C1)CC(C(=O)N1CCN(S(=O)(=O)c4ccc([N+](=O)[O-])cc4)CC1)(C3)C2	2.4	-5	0.9	-4	0.2	2.4	-0.8	0	0.2	-4	-1
Cc1cccc(N(CC(=O)N2CCOCC2)S(C)(=O)=O)c1	0.3	0	0.6	2	-1.4	-2.9	-1.1	0	0.2	5	2

# Additional entries:
Structure	hgDAF12 agonist	PLC-beta3 inh	DAX1 inh-1	sPLA2-III inh	hcDAF-12 act	GAA850 FXN act	ssDAF12 agonist	PLCg1 inh	DAX1 inh-2	ADAM10 inh	ADAM17 inh
CC(=O)Nc1ccc(O)c(-c2nc3ccccc3s2)c1	14*	i	-1.2	-5	4.1	4.3	0.0	i	0.6	-222	-61
CCS(=O)(=O)c1ccc2oc(Nc3cccc(OC)c3)nc2c1	4.8	-8	-1.6	-11	0.7	3.0	-0.4	7	-1.2	-2	-4
COc1ccc(S(=O)(=O)Nc2ccc(Oc3ccsc3C(=O)O)cc2)cc1	-0.2	-1	-0.2	-7	1.4	-2.0	-1.1	0	0.1	4	0
CCSc1nnc([C@@H]2CCCN2C(=O)OC(C)(C)C)o1	2.1	1	-1.2	7	-0.3	0.5	-0.6	-3	0.3	-4	-5
CN(C)C(CNC(=O)c1cc2ccccc2oc1=O)c1ccccc1 (centres undefined)	7.4	-18	2.0	4	4.1	5.9	0.2	-10	3.0	-58	-15
C=CCSc1nnc(NC(=O)CSc2nnc(C)s2)s1	-1.6	0	2.2	-4	0.2	4.3	-1.3	3	-0.2	4	-1
COc1cc(/C=C2/CCCC(C(=O)C(F)(F)F)=C2O)ccc1O	-0.6	-13	1.2	-8	-1.4	-1.0	-1.6	-2	0.7	1	-2
COc1ccc(CN(C(=O)CO/N=C/c2ccccc2)c2ccccc2C(=O)O)cc1	7.3	2	0.0	-21	-2.1	1.8	-1.6	-2	-0.4	-3	-3

# No enrichment for hits. About 6.9% of those tested had a hit in this group.
